Screening results as filed in PubChem.
S100A4 inh HTS = S100A4-myosin IIA interaction inhibition; P26447; S100A4/TAMRA-MyoIIA peptide fluorescence polarization; inhibition, % at 10.7 µM; 360,000 tested, 0.14% active;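 active = mean inhibition of at least 70% across replicates, with every replicate also reaching that level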
Target sequence (P26447 whole entry, looked up): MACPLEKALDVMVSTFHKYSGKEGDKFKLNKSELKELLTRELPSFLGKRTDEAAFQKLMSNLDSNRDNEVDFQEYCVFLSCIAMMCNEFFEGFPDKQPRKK
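assay system = human S100A4 monomer with TAMRA-labelled myosin IIA peptide | also added = labelled myosin peptide probe, 5 nM | incubation = 5 min between mix addition and reading | control set = DMSO and TFP controls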
LGR2 inh = Drosophila LGR2 receptor signaling inhibition; HEK293 LGR2, CRE-luciferase, bursicon-stimulated, 4 h; inhibition, % at 9.99 µM; 380,000 tested, 0.35% active;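 active = drop in luminescence signal, shown as inhibition above about 50% in the replicate tests, limit read from the data, passing the limit was not always enough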;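 note: agonist challenge used bursicon conditioned medium at about half maximal strength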
FN deposition inh = fibronectin deposition inhibition; AH1F fibroblasts, Alexa488-fibronectin deposition fluorescence, overnight; inhibition, % at 12.6 µM; 350,000 tested, 0.086% active; AID 743247;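 active = mean inhibition across replicates of 30% or more, regardless of how many single replicates reach that level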;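 note: positive control wells lacked labelled fibronectin entirely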
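test system = AH1F fibroblasts assembling fluorescent fibronectin matrix | quantity = 10000 AH1F cells per well | buffer or medium = DMEM plus 2% serum, read in PBS | doses = single dose, pinned | incubation = 1 h cell attachment, overnight exposure to compound and label | detection = fluorescence at 485 nm excitation, 525 nm emission | read-out basis = inhibition from reduced deposited-fibronectin fluorescence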
SIRT5 block = inhibitors of human sirtuin-5 desuccinylase. Q9NXA8. Purified SirT5, succinyl-peptide AMC, trypsin-coupled fluorescence. inhibition, % at 15 µM. 330,000 tested, 1.1% active; in the data active = inhibition above about 15%
Target sequence (Q9NXA8 whole entry, looked up): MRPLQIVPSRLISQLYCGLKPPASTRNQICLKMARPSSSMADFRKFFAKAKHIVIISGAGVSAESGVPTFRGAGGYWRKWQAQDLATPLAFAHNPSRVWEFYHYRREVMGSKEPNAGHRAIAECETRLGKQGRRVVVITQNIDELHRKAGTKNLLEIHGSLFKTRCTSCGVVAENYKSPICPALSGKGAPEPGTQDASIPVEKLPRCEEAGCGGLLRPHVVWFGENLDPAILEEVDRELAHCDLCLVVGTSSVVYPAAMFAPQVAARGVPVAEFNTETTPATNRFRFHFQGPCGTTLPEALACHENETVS
esBAF inh = inhibitors of esBAF chromatin remodeling in mouse ES cells; Bmi1-luciferase knock-in reporter, 24 h; 100% = twice the neutral-well signal; reporter increase, % at 12.5 µM; 350,000 tested, 2% active; in the data active = activation above about 40%;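 note: 0% = median of the plate's neutral control wells and 100% = double that signal; a rise in the Bmi1 reporter signal indicates esBAF inhibition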
Casp6 inh = inhibitors of human caspase-6. P55212. inhibition, % at 12.5 µM. purified caspase-6, Z-VEID-R110 cleavage fluorescence. 350,000 tested, 0.53% active;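 active = mean inhibition across replicates at least about 35%, with every replicate also reaching that limit, limit read from the data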;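 note: 0% = median of neutral control wells and 100% = no fluorescence left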
Target sequence (P55212 24-179 limits assumed): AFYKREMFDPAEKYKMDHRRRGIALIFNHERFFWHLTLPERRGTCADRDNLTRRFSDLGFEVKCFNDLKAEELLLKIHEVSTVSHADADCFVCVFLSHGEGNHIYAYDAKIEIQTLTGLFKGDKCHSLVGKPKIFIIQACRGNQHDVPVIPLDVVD
Target sequence (P55212 194-293 limits assumed): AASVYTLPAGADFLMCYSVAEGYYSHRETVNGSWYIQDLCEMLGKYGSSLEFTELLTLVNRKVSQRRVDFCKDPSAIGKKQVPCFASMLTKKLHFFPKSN
C2C12 statin = suppressors of simvastatin-induced myotoxicity in C2C12 myotubes; rescue of ATP level, % at 7.49 µM; 330,000 tested, 0.78% active; ATP luminescence, 48 h; scaled: DMSO 0, geranylgeraniol control 100;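 active = mean ATP rescue above about 67%, or every replicate alone reaching that limit, limit read from the data, passing the limit was not always enough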;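 note: myotubes were challenged with 10 µM simvastatin during compound exposure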
* hit, by the source's call.

The first 2 records, to show the layout:
`O=C(Cc1cnn(-c2ccccc2)c1)c1ccc(O)c(O)c1O` gave FN deposition inh 10, esBAF inh 35 and C2C12 statin 1.
For Cc1noc(C)c1S(=O)(=O)N1CCCC1C(=O)O (stereo not drawn) the results were S100A4 inh HTS -3, LGR2 inh 9, FN deposition inh -3, SIRT5 block -5, esBAF inh 0, Casp6 inh -2 and C2C12 statin 7.

Main list, repeating the preview:
`O=C(Cc1cnn(-c2ccccc2)c1)c1ccc(O)c(O)c1O` gave FN deposition inh 10, esBAF inh 35 and C2C12 statin 1.
For Cc1noc(C)c1S(=O)(=O)N1CCCC1C(=O)O (stereo not drawn) the results were S100A4 inh HTS -3, LGR2 inh 9, FN deposition inh -3, SIRT5 block -5, esBAF inh 0, Casp6 inh -2 and C2C12 statin 7.
For COc1ccc(C(=O)NCc2nnc(SCC(=O)NO)n2Cc2ccccc2)cc1 the results were S100A4 inh HTS 0, LGR2 inh 5, FN deposition inh -6, SIRT5 block 2 and Casp6 inh 1.
`O=C(Cc1ccccn1)N1CC(=O)N2[C@H](CO)[C@H](c3ccc(-c4ccc(F)cc4)cc3)[C@@H]2C1` gave S100A4 inh HTS 6, LGR2 inh 1, SIRT5 block -9 and Casp6 inh 1.
For CC(=O)Nc1sc(/C(C#N)=C\c2cccc(Cl)c2)nc1-c1ccc(C)cc1 the results were S100A4 inh HTS -13, LGR2 inh 12, FN deposition inh -1, SIRT5 block -1 and Casp6 inh 2.
C[C@H]1CN([C@@H](C)CO)C(=O)c2cccc(N(C)C)c2O[C@@H]1CN(C)Cc1ccc(C(F)(F)F)cc1 was read as S100A4 inh HTS 2, LGR2 inh 11, FN deposition inh -8, SIRT5 block 2, esBAF inh 1, Casp6 inh -1 and C2C12 statin 47.
For S=C(Nc1ccc2c(c1)OCO2)Nc1ccccc1Cl the results were S100A4 inh HTS -4, LGR2 inh -37, FN deposition inh 1, SIRT5 block 1 and Casp6 inh 9.
Screening CCCCn1c(N)c(N(CC(C)C)C(=O)C2CCN(c3ncnc4sc(C)c(C)c34)CC2)c(=O)[nH]c1=O returned S100A4 inh HTS -3, LGR2 inh 16, FN deposition inh 2, SIRT5 block -2, esBAF inh 8, Casp6 inh -2 and C2C12 statin -22.
`CC1(C)CC(=O)C2=C(C1)OC(N)=C(C#N)C2c1cccc(OC(=O)c2ccco2)c1` (stereo not drawn) gave S100A4 inh HTS -2, SIRT5 block -5, esBAF inh 1, Casp6 inh 4 and C2C12 statin 11.
Screening CCOC(=O)c1csc(NC(=O)CSc2nnnn2-c2ccc(OC)c(OC)c2)n1 returned FN deposition inh 1, esBAF inh -4 and C2C12 statin 3.
For CCOc1ccc(NC(=O)COC(=O)CC2CCCCC2)cc1 the results were S100A4 inh HTS 2, LGR2 inh 3, FN deposition inh -5, SIRT5 block 6, esBAF inh -1, Casp6 inh 5 and C2C12 statin 10.
CC1(C)CC(=O)C2=C(C1)OC(N)=C(C#N)[C@@H]2c1ccccc1[N+](=O)[O-] was read as S100A4 inh HTS -1, LGR2 inh 0, FN deposition inh 8, SIRT5 block -3 and Casp6 inh 0.
For Cc1ccccc1CC1(CO)CCCN(C(=O)c2cc(Cl)ccc2F)C1 (stereo not drawn) the results were S100A4 inh HTS -2, LGR2 inh 11, FN deposition inh -6, SIRT5 block -5 and Casp6 inh -1.
For O=C(NC1CCCC1)N1CC(=O)N2[C@H](C1)[C@@H](c1ccc(-c3cccc(F)c3)cc1)[C@@H]2CO the results were S100A4 inh HTS 5, LGR2 inh -5, FN deposition inh 2, SIRT5 block 4 and Casp6 inh 1.
For O=C(O)C1CCCCC1C(=O)Nc1ccc(S(=O)(=O)N2CCOCC2)cc1 (stereo not drawn) the results were S100A4 inh HTS -2, LGR2 inh -11, FN deposition inh -7, SIRT5 block 0, esBAF inh 5, Casp6 inh -3 and C2C12 statin -1.
For COc1ccc(Cl)cc1Nc1cc(C)nc2nc(C)nn12 the results were S100A4 inh HTS -1, LGR2 inh 4, FN deposition inh 4, SIRT5 block -1, esBAF inh -9, Casp6 inh -1 and C2C12 statin 1.
COc1ccc(NC(=O)N2CC(=O)N3[C@H](CO)[C@H](c4ccc(C#CCC5CCCC5)cc4)[C@@H]3C2)cc1 was read as S100A4 inh HTS -2, LGR2 inh 0, SIRT5 block 2 and Casp6 inh -2.
`Cc1cc(C)n2cc(CSc3ccc(Cl)cc3)nc2n1` gave S100A4 inh HTS -2, LGR2 inh -17, FN deposition inh 0, SIRT5 block -5, esBAF inh -5, Casp6 inh 0 and C2C12 statin 20.
For Cc1nc(-c2ccc(Cl)cc2)sc1C1(C)CC(c2cccnc2)=NO1 (stereo not drawn) the results were S100A4 inh HTS -2, LGR2 inh -93, FN deposition inh -5, SIRT5 block -5, esBAF inh 77*, Casp6 inh 5 and C2C12 statin -16.
For COc1ccc(NC(=O)Nc2ccc3c(c2)[C@@H]2C[C@H](CC(=O)NCc4ccccn4)O[C@@H](CO)[C@@H]2O3)cc1 the results were S100A4 inh HTS -1, LGR2 inh -4, SIRT5 block 1, esBAF inh -2, Casp6 inh -3 and C2C12 statin 0.
`Fc1ccc(-c2cc(C(F)(F)F)nc(-n3cncn3)n2)cc1` gave LGR2 inh 3, FN deposition inh 4, esBAF inh -10 and C2C12 statin 1.
C[C@@H]1CN([C@H](C)CO)C(=O)c2cccc(NS(=O)(=O)c3ccc(F)cc3)c2O[C@@H]1CN(C)C(=O)Nc1ccccc1 was read as S100A4 inh HTS -3, LGR2 inh 22, SIRT5 block 5, esBAF inh -3 and C2C12 statin 6.
For COC(=O)c1ccc(CN2CCC(n3nccc3NC(=O)C3CCCC3)CC2)cc1 the results were S100A4 inh HTS -7, LGR2 inh -7, FN deposition inh 1, SIRT5 block -1, esBAF inh 2, Casp6 inh -4 and C2C12 statin 1.
Screening Cc1ccc(C(=O)N2CCN(S(=O)(=O)c3ccccc3)CC2)s1 returned S100A4 inh HTS 11, LGR2 inh -12, FN deposition inh 0, SIRT5 block -7, Casp6 inh 1 and C2C12 statin 3.
Cc1ccc(C)c(N)c1 was read as S100A4 inh HTS -22, LGR2 inh -2, esBAF inh 0, Casp6 inh -4 and C2C12 statin 9.
For O=C1C(=Cc2cn(-c3ccccc3)nc2-c2ccc(OCc3ccc(Cl)cc3)cc2)SC(=S)N1CCS(=O)(=O)O the results were S100A4 inh HTS -10, LGR2 inh 12, FN deposition inh 2, SIRT5 block 37*, esBAF inh -8, Casp6 inh 46* and C2C12 statin 27.
COC(=O)c1ccc(COc2ccc(C(=O)c3ccccc3)cc2)o1 was read as S100A4 inh HTS -12, LGR2 inh -2, FN deposition inh -5, SIRT5 block 3, esBAF inh 3, Casp6 inh 8 and C2C12 statin 4.
O=C(c1ccc2c(c1)OCO2)C1CCCN(Cc2ccc(OC(F)F)cc2)C1 (stereo not drawn) was read as S100A4 inh HTS 3, LGR2 inh -1, FN deposition inh -4, SIRT5 block 1, esBAF inh -3, Casp6 inh 3 and C2C12 statin 2.
COc1ccccc1S(=O)(=O)N1CC[C@@H]2[C@H]1c1cc(Br)ccc1N[C@@H]2CO was read as LGR2 inh 1, FN deposition inh 5, esBAF inh 2 and C2C12 statin 6.
Screening CCOc1ccccc1NC(=O)NC1CCN(CC(=O)Nc2ccc3c(c2)OCCO3)CC1 returned FN deposition inh -3, esBAF inh 4 and C2C12 statin 9.
Screening COC(=O)c1ccccc1NC(=O)COc1ccc(S(=O)(=O)NC(C)C)cc1 returned S100A4 inh HTS 4, LGR2 inh 13, FN deposition inh 1, SIRT5 block -2, esBAF inh -9, Casp6 inh 0 and C2C12 statin -1.
For CC(C)(C)OC(=O)N1CCCC(C(=O)Nc2cccc(C(=O)N3CCCC3)c2)C1 (stereo not drawn) the results were S100A4 inh HTS 0, LGR2 inh 5, FN deposition inh -6, SIRT5 block 2, esBAF inh 13, Casp6 inh -1 and C2C12 statin 15.
For CC(=O)N1CCN(c2ccc(Oc3ncnc4sccc34)cc2)CC1 the results were FN deposition inh 5, esBAF inh -11 and C2C12 statin 0.
Screening COc1ccc(NC(=O)Nc2ccc3c(c2)C(=O)N([C@@H](C)CO)C[C@H](C)[C@H](CN(C)Cc2ccccc2)O3)cc1 returned S100A4 inh HTS 7, LGR2 inh 9, SIRT5 block 7, esBAF inh -1, Casp6 inh 2 and C2C12 statin -21.
C[C@H]1CN([C@@H](C)CO)C(=O)c2cccc(NS(=O)(=O)c3cccs3)c2O[C@H]1CN(C)S(=O)(=O)c1ccc(F)cc1 was read as S100A4 inh HTS 11, LGR2 inh -11, SIRT5 block -5, esBAF inh 0, Casp6 inh 4 and C2C12 statin -18.
`Cc1ccccc1NCC(=O)N/N=C/c1c[nH]c2ccccc12` gave S100A4 inh HTS -5, LGR2 inh -12, FN deposition inh 13, SIRT5 block 6 and Casp6 inh 7.
For CN(CC(=O)Nc1c(Cl)cccc1Cl)C(=O)CC1OC(=O)c2ccccc21 (stereo not drawn) the results were S100A4 inh HTS 5, LGR2 inh 2, SIRT5 block -4, esBAF inh -5, Casp6 inh 4 and C2C12 statin 10.
`COc1cccc(-n2cc(CNCc3c(C(=O)N(C)C)nc4ccc(Cl)cn34)cn2)c1` gave S100A4 inh HTS -5, LGR2 inh -18, FN deposition inh -12, SIRT5 block 1, esBAF inh 6, Casp6 inh 0 and C2C12 statin 7.
`O=C(NCc1ccc2c(c1)OCO2)c1cc(F)c(F)cc1Cl` gave S100A4 inh HTS -4, LGR2 inh 8, FN deposition inh -17, SIRT5 block -2, esBAF inh 1, Casp6 inh -2 and C2C12 statin 20.
COc1ccc(S(=O)(=O)NCCc2cn3nc(C)c(C)nc3n2)cc1C was read as S100A4 inh HTS -4, LGR2 inh 16, FN deposition inh -25, SIRT5 block -2, esBAF inh -4, Casp6 inh -3 and C2C12 statin 11.
`COc1cc(C(C#N)N2CCOCC2)ccc1O` (stereo not drawn) gave FN deposition inh 6, esBAF inh -4 and C2C12 statin 33.
`C/C=C/c1ccc2c(c1)O[C@H](CN(C)C(=O)c1cccc(F)c1)[C@H](C)CN([C@H](C)CO)S2(=O)=O` gave S100A4 inh HTS -5, LGR2 inh 10, SIRT5 block 3, esBAF inh 7, Casp6 inh 3 and C2C12 statin -13.
Screening NS(=O)(=O)c1ccc(CCNC(=O)COC(=O)C2CCC2)cc1 returned S100A4 inh HTS 7, LGR2 inh -2, FN deposition inh -1, SIRT5 block 8, esBAF inh -2, Casp6 inh 2 and C2C12 statin 43.
For CCCCOc1ccc(/C=C(\C(=O)O)c2ccc(S(=O)(=O)N3CCCC3)s2)cc1 the results were S100A4 inh HTS 2, LGR2 inh 1, FN deposition inh 7, SIRT5 block 5, esBAF inh 2, Casp6 inh 9 and C2C12 statin 35.
For COC(=O)c1sc(C(C)(C)C)cc1CSc1ccccc1 the results were S100A4 inh HTS 31, LGR2 inh 8, FN deposition inh 8, SIRT5 block 7 and Casp6 inh 18.
Screening CC(C)NC(=O)Nc1ccc2c(c1)C(=O)N([C@H](C)CO)C[C@H](C)[C@H](CN(C)S(=O)(=O)c1cn(C)cn1)OCCCC[C@@H](C)O2 returned S100A4 inh HTS -12, LGR2 inh 1, FN deposition inh 3, SIRT5 block -4, esBAF inh -3 and Casp6 inh 1.
`O=C(N/N=C/c1ccc(OCc2ccccc2)cc1)c1ccc(O)cc1` gave S100A4 inh HTS -7, LGR2 inh -10, SIRT5 block 6 and Casp6 inh 1.

Random excerpt: 2 records from the list, in no set order.
`O=C(N/N=C/c1ccc(OCc2ccccc2)cc1)c1ccc(O)cc1` gave S100A4 inh HTS -7, LGR2 inh -10, SIRT5 block 6 and Casp6 inh 1.
For CCCCOc1ccc(/C=C(\C(=O)O)c2ccc(S(=O)(=O)N3CCCC3)s2)cc1 the results were S100A4 inh HTS 2, LGR2 inh 1, FN deposition inh 7, SIRT5 block 5, esBAF inh 2, Casp6 inh 9 and C2C12 statin 35.

An excerpt, so the mix of outcomes need not match the whole.
